Tau FP inhib – blocks human tau fibril formation measured by polarization. K18 P301L tau heparin fibrillization, Alexa594 FP, 6 h. Potency, µM (doses to about 57.7 µM), inactives show top-dose activity, negative = inhibition, hits mostly inhibitors. 280,000 compounds, 0.39% hits; also: nearly all actives have a fitted effect of over 55% in size
Target sequence (P10636 561-689 P618L limits assumed): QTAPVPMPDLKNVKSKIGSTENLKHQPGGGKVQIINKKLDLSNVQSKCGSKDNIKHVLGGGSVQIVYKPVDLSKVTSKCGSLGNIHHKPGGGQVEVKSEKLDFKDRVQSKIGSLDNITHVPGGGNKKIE
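Read-out: fluorescence polarization of Alexa 594-labeled tau (0.24 uM), 555 nm excitation, 632 nm emission. Mixtures held 15 uM unlabeled K18 P301L, compound and 20 uM heparin, pH 7 acetate buffer, incubated 6 hr at 37 C.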
TexasRed fluor – counter-screen for TRb-SRC2 inhibitors: fluorescence interference; TRb/SRC2 Texas Red total fluorescence interference; Potency, µM (highest dose often 106 µM), without a hit: top-dose fluorescence change, negative = quenching; 280,000 compounds, 0.29% hits; AID 1479; active = well fitted curve in either direction with a large enough effect; inconclusive = small, poorly fitted or top-dose-only effect
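Human TRβ ligand-binding domain (0.6 uM) and Texas Red SRC2 peptide (20 nM) in Tris buffer with 1 uM T3 and 5% DMSO were incubated with pinned compound for 5 hr at ambient temperature. Total fluorescence was computed as S + 2P (555/632 nm).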
TRb SRC2 PPI – disrupts binding of human TR beta to SRC2 | TRbeta-SRC2 peptide binding, fluorescence polarization; receptor liganded with 1 µM T3 | 280,000 compounds, 0.065% hits | Potency, µM (top dose mostly 106 µM), for inactives: at the top dose activity change, negative = inhibition, hits mostly inhibitors | AID 1469 | P10828;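 also: plate controls were bound peptide for no effect and peptide without receptor for full effect; nearly all actives have a fitted effect of over 50% in size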
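Fluorescence polarization of 20 nM Texas Red SRC2 peptide (20-aa NR interaction domain) bound to 0.6 uM human TRb ligand-binding domain, with 1 uM T3, after 5 hr at ambient temperature; inhibition seen as decreased polarization.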
RECQ1 helicase – blocks DNA unwinding by human RECQ1; RECQ1 DNA unwinding, red fluorescence kinetic read; 240,000 compounds, 0.54% hits; P46063; AID 2549; Potency, µM (series often up to 57.3 µM), for the others: top-dose activity, negative = inhibition, hits mostly inhibitors;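 also: plate controls were vehicle for no effect and no enzyme for full effect; nearly all actives have a fitted effect of over 30% in size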
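50 nM RECQ1T1 preincubated 15 min with compound in Tris pH 8.0 buffer with MgCl2, DTT, Tween-20 and 2.5 ug/ml poly(dI-dC); started with 200 nM TAMRA/BHQ-2 forked duplex and 2 mM ATP. Unwinding read as fluorescence (525/598 nm), two reads 2 h apart.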
Tau ThT inhib – tau fibrillization inhibition (ThT binding) | P10636 | recombinant tau K18 P301L (four-repeat tau fragment), heparin-induced fibrillization, ThT fluorescence | Potency, µM (top dose mostly 57.4 µM), for inactives: top-dose activity, negative = inhibition, hits mostly inhibitors | 270,000 compounds, 2.1% hits | AID 1460; also: nearly all actives have a fitted effect of over 55% in size
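In this qHTS, human K18 P301L tau is incubated with compound and heparin for 6 hr at 37 C, and Thioflavin T fluorescence then reports fibril load.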
KDM4E inh – blocks human JMJD2E demethylase activity; B2RXH2; JMJD2E catalytic domain, FDH-coupled NADH fluorescence (FDH is formaldehyde dehydrogenase); Potency, µM (top dose mostly 57.1 µM), inactives show top-dose activity change, negative = inhibition, usual class: inhibitors; 230,000 compounds, 1.6% hits; AID 2147; active = well fitted inhibition curve with a large enough effect, not every such curve was filed as active; inconclusive = small, poorly fitted or top-dose-only effect, or another doubt; inactive = no such curve, though single readings can be large or run the other way;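 also: 0% = wells with enzyme and -100% = buffer wells without enzyme; nearly all actives have a fitted effect of over 50% in size; many of its hits are not listed in these tables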
L3MBTL1 block – blocks human L3MBTL1; Q9Y468; AlphaScreen L3MBTL1–H3K9me1 peptide binding; Potency, µM (series often up to 57.1 µM), for the others: at the highest dose activity, negative = inhibition, most hits filed as inhibitors; 230,000 compounds, 0.66% hits; AID 485360; also: nearly all actives have a fitted effect of over 60% in size
Target sequence (Q9Y468 whole entry, looked up): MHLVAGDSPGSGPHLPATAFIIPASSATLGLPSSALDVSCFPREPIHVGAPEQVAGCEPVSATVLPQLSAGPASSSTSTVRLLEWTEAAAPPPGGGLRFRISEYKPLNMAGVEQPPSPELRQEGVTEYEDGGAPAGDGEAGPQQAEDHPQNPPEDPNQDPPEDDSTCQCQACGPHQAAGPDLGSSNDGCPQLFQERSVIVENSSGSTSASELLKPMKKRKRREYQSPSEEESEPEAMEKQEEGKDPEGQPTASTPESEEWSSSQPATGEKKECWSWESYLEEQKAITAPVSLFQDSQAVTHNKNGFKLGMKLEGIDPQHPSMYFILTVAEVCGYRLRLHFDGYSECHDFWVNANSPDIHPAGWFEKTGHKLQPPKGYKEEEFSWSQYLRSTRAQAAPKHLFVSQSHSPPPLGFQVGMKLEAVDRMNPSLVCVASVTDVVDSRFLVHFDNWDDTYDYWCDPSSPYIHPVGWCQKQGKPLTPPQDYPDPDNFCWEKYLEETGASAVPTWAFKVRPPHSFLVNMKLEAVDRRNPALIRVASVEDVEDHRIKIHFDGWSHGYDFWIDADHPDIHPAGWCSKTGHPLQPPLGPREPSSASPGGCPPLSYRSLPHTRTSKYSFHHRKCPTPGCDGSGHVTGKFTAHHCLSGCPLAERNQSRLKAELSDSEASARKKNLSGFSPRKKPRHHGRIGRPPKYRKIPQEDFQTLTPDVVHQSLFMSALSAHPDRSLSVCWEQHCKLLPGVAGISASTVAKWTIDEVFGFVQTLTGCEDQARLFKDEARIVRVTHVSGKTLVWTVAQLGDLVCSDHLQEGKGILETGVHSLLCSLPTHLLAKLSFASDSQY
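AlphaScreen proximity signal between nickel-chelate acceptor and streptavidin donor beads (final 10 ug/mL) reports binding of 50 nM L3MBTL1 to 75 nM biotin-H3 K9me1 peptide; complex incubated with compounds 30 min at room temperature; cefsulodin titration as control.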
GoLoco inh red – blocks human Gai1 binding to RGS12 GoLoco peptide, red readout | P63096 | Gai1:RGS12 GoLoco peptide FP, rhodamine, 10 min | Potency, µM (series often up to 61.6 µM), for the others: top-dose activity, negative = inhibition, usual class: inhibitors | 230,000 compounds, 0.44% hits; active = well fitted inhibition curve with a large enough effect, not every such curve was filed as active; inactive = no such curve, though single readings can be large or run the other way; also: nearly all actives have a fitted effect of over 30% in size; many of its hits are not listed in these tables
* = called active by the depositor; i = inactive; ? = inconclusive; . = not tested or not shown; [ ] = dose if it differs, or a comment. Unless noted, calls follow the shape of the dose curve; as a rule, active = well fitted curve in the direction sought with a large enough effect; inconclusive = small, poorly fitted or top-dose-only effect, or another doubt; inactive = no such curve, though single readings can be large; an effect the other way counts as inactive or inconclusive. Unless noted, % is scaled to controls: 0 for no effect and ±100 for the full control effect; potency is read from the fitted curve at half-maximal effect. Not all compounds are listed; count on the stated rates, not on these rows.

The opening three compounds, to show the layout:
The line under a structure holds: Tau FP inhib, TexasRed fluor, TRb SRC2 PPI, RECQ1 helicase, Tau ThT inhib, KDM4E inh, L3MBTL1 block, GoLoco inh red
- Cc1ccc(C)c(OCC(=O)N/N=C/c2c(C)nn(-c3ccccc3)c2Cl)c1C
→ 8%, -3%, -8%, -1%, -4%, 9%, -1%, -10%
- CCSc1nnc(N)s1
→ -7%, 2%, -4%, -7%, -12%, 9%, 8%, -4%
- Cc1c(Cl)cccc1NC(=O)CN1CCN(CCO)CC1
→ 3%, -7%, 4%, 0%, -1%, 8%, 7%, 2%

The listing, from the start:
The line under a structure holds: Tau FP inhib, TexasRed fluor, TRb SRC2 PPI, RECQ1 helicase, Tau ThT inhib, KDM4E inh, L3MBTL1 block, GoLoco inh red
- Cc1ccc(C)c(OCC(=O)N/N=C/c2c(C)nn(-c3ccccc3)c2Cl)c1C
→ 8%, -3%, -8%, -1%, -4%, 9%, -1%, -10%
- CCSc1nnc(N)s1
→ -7%, 2%, -4%, -7%, -12%, 9%, 8%, -4%
- Cc1c(Cl)cccc1NC(=O)CN1CCN(CCO)CC1
→ 3%, -7%, 4%, 0%, -1%, 8%, 7%, 2%
- CO[C@H]1C([C@@]2(C)O[C@@H]2CC=C(C)C)[C@]2(CC[C@H]1OC(=O)/C=C/C=C/C=C/C=C/C(=O)O)CO2 (stereo partly specified)
→ ?, -2%, 7%, -2%, ?, ., ., -6%
- C=CCOc1ccc(CNc2ccc(NC(=O)CCC)cc2)cc1OCC
→ ?, -1%, -4%, -3%, -19%, 3%, -14%, 6%
- CC(C)OC(=O)c1c(F)c(F)c(N2CCOCC2)c(F)c1F
→ 1%, -4%, 4%, -11%, -7%, -8%, 4%, 2%
- CN(C)NC(=S)NC1(C)CCS(=O)(=O)C1 (stereo unspecified)
→ -3%, -3%, -5%, 8%, 3%, -1%, 4%, -5%
- COc1ccccc1-n1cnc2cc(C(=O)NCC3CCCO3)ccc21 (stereo unspecified)
→ 11%, 7%, -11%, i, 0%, -1%, ., 11%
- CCC1=Nc2cc(C(=O)O)ccc2Sc2ccc(Cl)cc21
→ -1%, -4%, 2%, -3%, -18%, -13%, -3%, 5%
- N#CCOC(=O)c1c2c(nc3ccccc13)CCC2
→ 10%, -2%, 2%, -3%, 1%, ?, -5%, 20%
- CCCCOc1ccc(Cc2n[nH]c(=S)n2N)cc1
→ 5%, -1%, 17%, 12%, 3%, 0%, ?, -30%
- NC1=NC[C@@H](Cc2ccc(O)cc2)N1CCc1cccc2ccccc12
→ 0%, -4%, -7%, i, -6%, 2%, ., 0%
- CCCCN1C(=O)CC(Sc2ncccc2C(=O)O)C1=O (stereo unspecified)
→ 0%, -3%, -9%, i, 2%, 3%, 7%, 7%
- CCOC(=O)c1cc2c(ccn2C)n1CC(=O)N1CCN(c2ccccc2)CC1
→ -8%, 0%, -21%, i, ?, ?, -5%, .
- COc1ccc(-c2nc(C)c(CCNC(=O)c3c(F)cccc3F)s2)cc1
→ -2%, 2%, -3%, ., ?, ., ., .
- CC(C)=C1SC(N2CCN(c3cccc(Cl)c3)CC2)=NC1=O
→ 1%, -2%, -6%, i, ?, -8%, -3%, -5%
- O=c1ccc(-c2ccccc2)nn1Cc1ccc(F)cc1Cl
→ 0%, -1%, -1%, ., -13%, ., ., .
- C=CCN(CC(=O)NCc1ccccc1)C(=O)c1csnn1
→ -5%, 2%, 5%, -3%, -10%, 5%, 0%, 5%
- Cc1cccc(N(C(=O)Cn2nnc(-c3ccccc3F)n2)C(C(=O)NC(C)(C)C)c2ccncc2)c1 (stereo unspecified)
→ -1%, -1%, -4%, -1%, -11%, 2%, 0%, 4%
- Cc1ccc(NC(=O)C(=O)NCC(c2cccnc2)N2CCOCC2)cc1C (stereo unspecified)
→ 7%, -13%, -7%, ., ?, ., ., .
- COc1ccccc1NC(=O)CN1CCN(C(=O)c2ccco2)CC1
→ -2%, 1%, -6%, i, -8%, 1%, -2%, -1%
- CCOC(=O)C1=C(CC)OC(N)=C(C#N)C1c1ccc(OC)cc1OC (stereo unspecified)
→ 8%, 1%, 4%, -4%, -6%, -8%, 26%, 11%
- COc1ccc(OCc2nnc(SC3CCOC3=O)n2-c2ccccc2)cc1 (stereo unspecified)
→ -4%, -7%, 1%, -1%, -6%, 8%, ., -11%
- NC1=NC(=O)/C(=C/c2cn(CCC(=O)O)nc2-c2ccc(Cl)cc2)S1
→ 6%, -17%, 4%, 0%, -10%, ?, -5%, 15%
- COCCNCC(O)CON=C1c2ccccc2-c2ccccc21 (stereo unspecified)
→ -9%, 0%, 1%, 1%, -9%, 2%, -5%, 6%
- CCCCOc1ccc(-c2nc(-c3cccnc3)no2)cc1
→ -2%, 2%, -1%, i, ?, 3%, ., 4%
- CSc1nc(C=Nc2ccccc2Cl)c(O)n1Cc1cccc(Cl)c1
→ -14%, -1%, -2%, 21%, ?, -27%, 42%[activator], -7%
- CCN(C(=O)COC(=O)c1cc2ccccc2cc1O)C1CCS(=O)(=O)C1 (stereo unspecified)
→ -3%, -3%, -1%, 0%, 0%, -8%, 9%, -2%
- Cc1ccc(Cn2c(O)c(N=NC(=S)Nc3ccccc3F)c3cc(S(=O)(=O)N4CCOCC4)ccc32)cc1
→ 14%, -2%, -4%, -2%, -11%, -1%, ., 8%
- CN1CCN(C(=O)C2=C[C@@H](c3ccc(Br)cc3)C[C@@H](OCc3ccc(CO)cc3)O2)CC1
→ 8%, 2%, 2%, i, -2%, -10%, -4%, 0%
- COc1ccc(C(=O)NCc2cccnc2)cc1S(=O)(=O)N1CCOCC1
→ -3%, 0%, 8%, -3%, -1%, 3%, 9%, -4%
- O=C(Cn1c(=S)[nH]c2ccccc21)c1ccccc1
→ -2%, 2%, -3%, -17%, -5%, ?, -3%, 1%
- CCOc1ccc(C(=O)NCCN2CCOCC2)cc1
→ -11%, 0%, 1%, 1%, -18%, 11%, 7%, 9%
- O=C(O)c1c[nH]c2ccc(S(=O)(=O)N3CCN(c4ccc(F)cc4)CC3)cc2c1=O
→ 3%, 0%, -9%, -1%, ?, ?, -7%, -6%
- O=c1[nH]c2ccc(Br)cc2c(-c2ccccc2)c1N1CCOCC1
→ -4%, -3%, 10%, -6%, -15%, 3%, -3%, 9%
- Cc1ccc(OCCCNC2CCCC2)cc1
→ -7%, -3%, -3%, -7%, -6%, ?, 8%, 0%
- c1cncc(-c2nnc(SCc3nc4ccccc4[nH]3)o2)c1
→ 3%, -3%, -2%, -11%, 4%, -6%, 10%[11.4 µM], 8%
- Cc1ccc(CNC(=O)CCNC(=O)Cn2ccc3ccccc3c2=O)cc1
→ -7%, -3%, 5%, -6%, -4%, -1%, -1%, 2%
- CC(C)NC[C@H](O)c1ccc(NS(C)(=O)=O)cc1
→ -1%, -2%, -3%, 0%, -6%, ?, ., -1%
- N#CCc1nc(-c2cc3ccccc3oc2=O)cs1
→ ?, -2%, 7%, -6%, ?, ?, 14%, 118%[activator]
- C/C(CC(=O)Nc1cccnc1)=N\NC(=O)C(=O)NC(C)C
→ -7%, -3%, -8%, -9%, -10%, -2%, 19%, 4%
- CCCC1=C(C(=O)OCC)C(c2ccc(OC)c(C)c2OC)C(C#N)=C(N)O1 (stereo unspecified)
→ -3%, 2%, 2%, 8%, -17%, ?, -2%, 8%
- CCOc1ccc(C(C(=O)NC2CCCCC2)N(C(=O)c2ccccn2)c2cccnc2)cc1 (stereo unspecified)
→ 5%, 0%, 5%, i, 9%, 13%, -5%, -2%
- O=C(/C=C/c1c[nH]c2ccccc12)c1ccccc1
→ ?, -1%, 1%, 5%, 9%, -1%, 3%, -5%
- CC(C)COc1ccc(C(=O)N2CCCCC2CCN2CCCCC2)cc1 (stereo unspecified)
→ 1%, -1%, -6%, ., 0%, ., ., .
- Cc1c(NC(C)C)c(=O)n(-c2ccccc2)n1C
→ -2%, -1%, -8%, -10%, 2%, -2%, 7%, -2%
- CC(C)C(=O)Nc1nnc(CCN2CCCCC2)s1
→ 5%, -5%, 6%, 3%, -4%, -4%, ., -7%
- ClCC1CSC(=NC23CC4CC(CC(C4)C2)C3)O1 (stereo unspecified)
→ -3%, 1%, -7%, 12%, -3%, 3%, -13%, 6%
- CCCC1(c2ccccc2)NC(=O)N(CC(=O)c2[nH]c(C)c(C(=O)OCC)c2C)C1=O (stereo unspecified)
→ 16%, -1%, -25%, 0%, ?, -8%, -2%, 7%
- COC(=O)c1ccccc1NC(=O)Cn1cc(Br)cn1
→ 2%, 0%, -11%, -3%, -13%, -4%, ., 0%

(cont.)
The line under a structure holds: Tau FP inhib, TexasRed fluor, TRb SRC2 PPI, RECQ1 helicase, Tau ThT inhib, KDM4E inh, L3MBTL1 block, GoLoco inh red
- COc1ccc(-c2cc3ccccc3c(=O)o2)cc1
→ ?, 0%, -1%, 4%, ?, ?, ., 4%
- COc1ccc(N2C(=O)CC(NNc3ncc(Cl)cc3Cl)C2=O)cc1 (stereo unspecified)
→ -4%, 0%, 6%, -13%, ?, -13%, ?, 0%
- CN(C)C(=S)SCC(=O)Nc1cccc(C(F)(F)F)c1
→ -3%, -1%, -5%, 0%, -1%, 9%, 5%, 9%
- O=c1cc(N2CCC3(CC2)OCCO3)[nH]c(=O)n1-c1ccc(Br)cc1
→ 10%, -1%, -1%, -1%, -6%, 5%, 23%, -14%
- Cc1c(Cl)c(C(F)(F)F)nn1CC(=O)NCc1ccccc1
→ 6%, -3%, -8%, -2%, -9%, -6%, 12%, -8%
- Cc1cccnc1N(C(=O)Nc1cccc(Cl)c1)C1=NCC(C)(C)S1
→ -15%, -10%, -5%, 3%, -6%, -7%, 9%, 6%
- CCC12CC3CC(C1)CC(C(=O)NNC(N)=O)(C3)C2
→ 7%, -1%, 1%, i, -4%, 6%, 10%, 5%
- CN(C)c1ccc(C(=N)c2ccc(N(C)C)cc2)cc1
→ ., -1%, -2%, 0%, ., ., ., 21%
- O=C(CSc1ccccn1)Nc1ccc(N2CCOCC2)cc1
→ 4%, -2%, -3%, 0%, ?, -19%, ., 5%
- COc1ccc(C2C(C#N)=C(N)N(c3ncn[nH]3)C3=C2C(=O)CCC3)cc1 (stereo unspecified)
→ 16%, -2%, -1%, 0%, -13%, -14%, ., 14%
- CCN(CC)CCn1c2ccccc2c2nc(C)sc21
→ -2%, -1%, -5%, i, -3%, -3%, -7%, 3%
